# High-throughput results as filed in PubChem BioAssay.
# NCOA3 inh: inhibits human SRC3 coactivator; 360,000 compounds, 0.17% hits; inhibition, % at 3.6 µM; HEK293 GAL4-SRC3 luciferase reporter, luminescence;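 active = inhibition above a per-campaign cutoff, the mean of all compounds plus 3 SD, cut at about 60% in these data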;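 note: 0% = DMSO-treated cells and 100% = gossypol-treated cells at 36 µM; higher means less SRC3-driven luciferase light from the GAL4 reporter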
# LMP1 NFkB inh: Epstein-Barr LMP1 NF-kappaB reporter inhibition; LMP1-induced NF-kappaB luciferase reporter cells, luminescence; inhibition, % at 12.5 µM; 350,000 compounds, 0.69% hits; AID 504558; in the data active = inhibition above about 41%;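 note: 0% = neutral control wells and 100% = reference inhibitor control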
# Shn3 3UTR inh: inhibitors of Schnurri-3 3'UTR reporter in osteoblasts | Clone20 osteoblast Shn3 3'UTR firefly luciferase, 24 h | inhibition, % at 12.5 µM | 360,000 compounds, 0.52% hits;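 active = mean inhibition of at least 75% with every replicate also reaching 75%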;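 note: 0% = median of neutral control wells and 100% = pilot-screen positive control compound; some compounds past the cut are filed as inactive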
# TWEAK Fn14 block: blocks TWEAK-Fn14 interaction in a reporter cell assay; 360,000 compounds, 2% hits; TWEAK-stimulated Fn14 reporter cells, luciferase luminescence, 8 h; inhibition, % at 10 µM; in the data active = inhibition above about 50%
# NCOA1 inh: inhibits human SRC1 coactivator; inhibition, % at 3.6 µM; HEK293 GAL4-SRC1 luciferase reporter, luminescence; Q15788; 360,000 compounds, 0.12% hits;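 active = inhibition above the campaign mean plus 3 SD, with each screening campaign given its own cutoff, cut at about 60% in these data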;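 note: 0% = DMSO treated cells and 100% = gossypol at 36 µM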
# TROY signal inh: TROY signaling inhibition; Q293 LMP1-TROYcd NF-kB luciferase reporter, 4 h; inhibition, % at 10 µM; 360,000 compounds, 0.98% hits; AID 1347056;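 active = compounds whose plate-normalised and pattern-corrected inhibition of the luciferase reporter signal at the single screening dose is 50% or more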
# LRH-1 inv ag: NR5A2 inverse agonism in reporter assay. HEK293T StAR-luciferase reporter, LRH-1 transfected, 24 h. inhibition, % at 3.6 µM. O00482. 360,000 compounds, 0.13% hits. AID 602396;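 active = inhibition above the mean inhibition of all tested compounds plus 3 SD, cut at about 73% in these data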;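 note: 0% = DMSO wells and 100% = reporter-only cells lacking LRH-1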
# NR2F2 inh: blocks human COUP-TFII nuclear receptor | 370,000 compounds, 0.7% hits | HEK293T NGFI-A luciferase reporter, luminescence | inhibition, % at 8.6 µM;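 active = inhibition above a per-plate cutoff, mean inhibition of test wells between control levels plus 3 SD, cut at about 38% in these data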;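 note: cells cotransfected with COUP-TFII expression vector driving the NGFI-A reporter; 0% = median of COUP-TF2 test wells and 100% = reporter-only cells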
# KKLEB tox: reduces viability of KKLEB cystic fibrosis airway cells; activity change (cytotoxicity), % at 5 µM; KKLEB CF airway cells viability, ATPlite luminescence, overnight; stronger effect = lower value; cells stimulated with P. aeruginosa culture filtrate; AID 602141; 360,000 compounds, 0.36% hits;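 active = corrected activity change at or below -50% at 5 µM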
# TRAIL sens C8: caspase-8 TRAIL sensitization. NB7+C8 cells + TRAIL, ATPlite viability luminescence. inhibition (viability loss, TRAIL sensitization), % at 10 µM. 360,000 compounds, 1% hits. AID 624354;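 active = compounds causing at least 50% loss of cell viability in the single-dose screen, relative to plate controls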
# CF NFkB block: blocks PAF-induced NF-kB reporter in cystic fibrosis cells. KKLEB NF-kB-GFP reporter, GFP fluorescence overnight. inhibition, % at 5 µM. 360,000 compounds, 0.86% hits;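 active = at least 50% inhibition at 5 µM, scaled per plate between neutral and stimulator controls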;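 note: PAF is a Pseudomonas aeruginosa culture filtrate used as stimulus; plate controls were PAF-stimulated DMSO wells for no effect and unstimulated DMSO wells for full effect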
# Numbers without * were called inactive; / = not tested or not shown. An excerpt. The share of hits here may be higher or lower than overall.
SMILES,NCOA3 inh,LMP1 NFkB inh,Shn3 3UTR inh,TWEAK Fn14 block,NCOA1 inh,TROY signal inh,LRH-1 inv ag,NR2F2 inh,KKLEB tox,TRAIL sens C8,CF NFkB block
COc1ccccc1NS(=O)(=O)c1ccc(-c2cnc(C3CC3)o2)cc1,9,9,32,-1,17,28,7,-14,-26,38,54*
COc1cc(C(=O)Nc2nnc(CC(=O)NCc3ccccc3)s2)cc(OC)c1OC,9,3,-7,-10,-3,-6,10,-2,-13,-1,8
Cc1cc(-c2ccccc2)c2c3c(cn2n1)c(=O)n(C)c(=O)n3C,1,-4,22,-1,-2,6,10,2,-28,-7,-30
COc1ccccc1CNC(=O)CC1C(=O)NCCN1C1Cc2ccccc2C1 (stereo unspecified),3,-6,-2,11,-22,-3,2,-14,-7,-4,-8
CN(CCC#N)C(=O)COC(=O)c1ccc2c(c1)C(=O)N(C1CCCCC1)C2=O,13,-8,-44,-9,-33,2,-18,8,2,15,3
COc1c(C(=O)Nc2ccc(Cc3ccncc3)cc2)ccc2ccccc12,29,-5,29,39,-14,57*,-11,16,-2,14,0
CCOC1=C2CN(S(=O)(=O)c3ccc(C)cc3)[C@H](c3ccc(CC)cc3)C[C@@H]2N(S(=O)(=O)c2ccc(C)cc2)[C@H](c2ccccc2)C1,35,/,63,20,15,27,-3,-6,4,-3,17
O=[N+]([O-])c1cccc(/C=N/NC2=NS(=O)(=O)c3ccccc32)c1,8,-14,10,-16,-8,-9,3,-20,10,-1,-7
C[n+]1cccc(C(=O)N/N=C/c2ccc3c(c2)OCO3)c1,8,7,3,16,6,-4,-2,18,10,1,0
COc1ccc(C)cc1N(CC(=O)N/N=C/c1ccc2c(c1)OCO2)S(C)(=O)=O,6,7,12,23,-6,6,12,10,12,-4,8
O=C(Cc1ccccc1)NCCn1ccc2ccccc21,-29,4,-20,8,-8,-8,5,-3,4,-19,-9
CC(Oc1ccc(Br)cc1)C(=O)Nc1ccc(N2CCOCC2)cc1N1CCOCC1 (stereo unspecified),10,-3,-7,-15,2,-9,21,-6,-20,-1,13
Cc1cc(O)c(C(C)C)cc1NC(=O)c1ccccc1Cl,11,-1,-2,-14,-8,-26,-4,-11,4,-17,-4
CCOC(=O)c1c(C)[nH]c(C(=O)Cn2nnc(-c3ccccc3)n2)c1C,5,4,6,8,-12,4,-1,6,-8,39,12
CCOc1ccc(Br)cc1C1=NN(C(C)=O)C(c2ccc([N+](=O)[O-])s2)O1 (stereo unspecified),16,-20,73,13,-4,-1,52,-10,1,1,2
COCCN(C(=O)COC(=O)/C=C/c1ccc(SC)cc1)c1c(N)n(Cc2ccccc2)c(=O)[nH]c1=O,-3,-4,-8,6,-17,0,5,2,-22,8,13
CCOC(=O)N1C2C=C(C)[C@@H]2[C@@H]2CC(=O)N21 (stereo partly specified),4,-6,8,10,4,10,-10,7,19,-1,10
COc1cccc(-c2ccc(NC(=O)C3CCCN(Cc4cnn(C(C)C)c4)C3)cc2)c1 (stereo unspecified),16,8,8,13,-19,6,4,4,-18,20,33
CC(C)n1c(SCC(=O)Nc2nncs2)nnc1C1CC1,11,0,-3,-2,-36,20,-21,-4,18,-8,-6
CNc1nnc(-c2ccco2)s1,10,-1,-8,-11,-5,-11,-19,-11,-11,8,-2
O=C(NNC(=O)c1cccc(S(=O)(=O)N2CCN(c3ccccc3)CC2)c1)c1ccc(Cl)cc1,17,-5,4,-3,1,20,0,-10,-5,-4,-1
O=C(NCC1CCCO1)C(c1ccco1)N(Cc1ccc(F)cc1)C(=O)CN1C(=O)c2ccccc2S1(=O)=O (stereo unspecified),1,-8,-49,10,-7,-6,9,-11,-3,-10,-3
Cc1c(C)n(Cc2ccc(Cl)cc2)c2ccc(C(=O)NCCCN3CCOCC3)cc12,-12,5,17,-8,8,-10,0,23,-2,17,13
CCOC(=O)c1cnn(-c2ccccc2)c1-n1cccc1C(=O)C(=O)N(C)C,3,-6,-6,-13,12,2,-7,2,5,-8,-14
CNC(=O)C(Sc1ccccc1)c1ccccc1 (stereo unspecified),-1,-5,-25,4,-4,-6,4,-4,-5,8,5
COc1ccccc1/C=N/Nc1nc(C)c(C(C)=O)s1,-57,-25,-58,-5,-52,-24,-20,-22,-4,-1,-28
COc1ccc(CC(=O)N2CCN=C2SC)cc1,15,1,-2,-10,-10,-9,-17,-11,8,-13,-9
COc1ccc(S(=O)(=O)N2CCCC(C(=O)NCC3CCCO3)C2)cc1Cl (stereo unspecified),2,1,-35,9,-4,-7,14,-8,-15,-2,-6
COc1ccc(CN(C(=O)c2cnccn2)C(C(=O)Nc2ccc(F)cc2)c2ccccc2)cc1 (stereo unspecified),9,8,17,-15,-3,-18,7,13,-5,0,11
COc1cccc(CN(C)CCCn2cnc3c(SC)ncnc32)c1,7,-2,-6,-1,-4,-15,3,9,-11,-17,-23
C=CC[n+]1c(C)csc1Nc1ccc(C(=O)O)cc1,3,5,-15,9,4,-13,0,27,5,-3,-8
COc1ccc(-c2nonc2NC(=O)c2oc3ccccc3c2C)cc1OC,-5,0,8,-12,-6,12,15,-14,6,-4,8
CC1CN(C(=O)c2cc(F)c(F)cc2Cl)CC(C)O1 (stereo unspecified),-3,1,-34,-2,-4,4,-3,0,-30,12,11
CCCCC(=O)N1CCN(c2nc3ccc(Cl)cc3s2)CC1,-50,-2,3,7,-34,-26,-63,13,-7,4,15
COc1cc(CC(=O)Nc2nccs2)cc(OC)c1OC,2,7,-2,-1,3,6,-1,-9,-6,-1,-7
COCCCn1c(=S)[nH]c2c(sc3ccccc32)c1=O,14,4,1,-7,11,-20,11,8,12,-3,-33
CN(C)S(=O)(=O)N1CCN(CC(O)COc2ccc(C(=O)c3ccccc3)cc2)CC1 (stereo unspecified),22,5,48,32,18,22,12,25,-6,-2,0
COc1ccc(CCNC(=O)Cn2nc([N+](=O)[O-])c(Br)c2C)cc1OC,17,0,-13,-8,7,5,2,4,0,4,6
O=S(=O)(Nc1cccc(-c2ccc(N3CCCCCC3)nn2)c1)c1cccc(F)c1,-55,-25,1,18,-68,46,-62,-41,-12,37,5
CC(C)CCn1cnc2c(cnn2-c2ccc(Cl)cc2)c1=O,1,-3,5,-4,-7,-34,-2,-2,-1,7,-3
CCOC(=O)CN1C(=O)c2ccccc2C1=O,-3,1,0,2,0,-6,17,-16,14,6,-10
CCn1c(SCC(=O)Nc2ccc(N3CCOCC3)cc2)nnc1-c1ccco1,11,-2,8,-14,-16,10,59,3,14,4,-9
CCOC(=O)COc1cccc2c(=O)n(CC(=O)N3CCC(C)CC3)ccc12,-2,-9,13,23,-17,-10,17,8,3,-12,-10
O=C(CSc1ccccn1)Nc1ccc(Br)cn1,-11,-7,-28,-29,-11,-53,-16,-16,0,-3,5
Cn1c(SCc2ccc(C(C)(C)C)cc2)nnc1C1COc2ccccc2O1 (stereo unspecified),6,/,/,-5,8,30,-11,26,-8,-2,9
COc1ccc([C@H]2CC(=O)C=C(c3ccc(-c4ccccc4)c(F)c3)C2)cc1,-6,-14,-10,-32,7,-48,-18,6,1,-7,10
CCOc1ccc(NC(=O)CN(C)C(=O)Cc2ccc3c(c2)OCCO3)cc1OCC,12,-6,3,-1,-8,1,-4,-5,4,-30,15
CS(=O)(=O)c1ccccc1-c1nnc(NC(=O)CCS(=O)(=O)c2ccc(Cl)cc2)o1,-13,-1,-5,15,2,14,1,-24,1,0,12
O=C(O)c1cc(-c2ccco2)nn1-c1cccc(Cl)c1,-11,-7,-29,6,11,-4,-20,-2,0,24,2
COC(=O)c1c(NC(=O)C2CC(C)=C(C)CC2C(=O)O)sc2c1CCCCC2 (stereo unspecified),4,-2,5,0,1,19,6,-21,4,13,-13

# Profiles, looked up by structure. Order of screens: NCOA3 inh | LMP1 NFkB inh | Shn3 3UTR inh | TWEAK Fn14 block | NCOA1 inh | TROY signal inh | LRH-1 inv ag | NR2F2 inh | KKLEB tox | TRAIL sens C8 | CF NFkB block
# Record of `CCOC(=O)CN1C(=O)c2ccccc2C1=O` = -3 | 1 | 0 | 2 | 0 | -6 | 17 | -16 | 14 | 6 | -10
# Record of `CCn1c(SCC(=O)Nc2ccc(N3CCOCC3)cc2)nnc1-c1ccco1` = 11 | -2 | 8 | -14 | -16 | 10 | 59 | 3 | 14 | 4 | -9

# The results go on.
SMILES,NCOA3 inh,LMP1 NFkB inh,Shn3 3UTR inh,TWEAK Fn14 block,NCOA1 inh,TROY signal inh,LRH-1 inv ag,NR2F2 inh,KKLEB tox,TRAIL sens C8,CF NFkB block
COc1ccc(CN(C)C(=O)c2cc(S(=O)(=O)NCc3ccccc3)ccc2C)c(OC)c1,-30,-4,23,6,-9,18,2,4,-1,-6,-4
CC1CN(C(=O)C2(C)CC2(Cl)Cl)CC(C)O1 (stereo unspecified),-2,-9,7,6,-20,8,-1,-20,11,3,-14
CC[C@]12c3[nH]c4ccccc4c3CCN1C(=O)C(CC(=O)NC/C=C(\C)CCC=C(C)C)C[C@@H]2C(=O)N1CCN(C(=O)C2CC2)CC1 (stereo partly specified),4,3,30,16,-12,9,1,9,13,17,-17
CCOC(=O)c1[nH]c2ccc(OC)cc2c1NC(=O)c1ccc(OC)c(OC)c1,4,6,8,4,5,11,-6,-14,7,-2,-7
CC(c1nc2ccccc2[nH]1)N(C(=O)Cc1csc2ccccc12)c1cccnc1 (stereo unspecified),8,/,-11,17,14,-3,-2,-7,1,0,-10
Cc1nc2ccc(NC(=O)c3cc(S(=O)(=O)N4CCOCC4)ccc3C)cc2s1,22,7,48,8,7,-5,9,18,1,7,-2
Cc1nc2c(N=Nc3ccccc3F)c(N)nn2c(N)c1C#N,-37,5,-18,-11,-30,-16,-7,-8,-15,1,2
CN1C(=O)CCC2(c3ccccc3)CC=C(O)C=C12 (stereo unspecified),5,-5,5,-6,-17,7,0,-5,13,3,0
O=C1NC[C@H](c2ccccc2)OC(=O)[C@H](Cc2ccc(F)cc2)C/C=C\C[C@H]1CC(=O)N(CCO)Cc1ccccc1,13,8,16,26,15,13,-9,8,-86*,26,102*
CC(C)Cc1ccc(C(=O)NCCOc2ccccc2)o1,-78,11,-12,51*,-91,18,-131,-46,2,-3,1
O=C1CN(CC(=O)Nc2ccc(Cl)cc2)CCN1,-2,3,-6,-1,-7,1,1,9,12,-1,-2
CCCC(=O)NC(C)c1nc2ccccc2n1CC (stereo unspecified),8,-8,-8,11,13,-7,-14,-24,5,-7,4
Cc1cc(C)n2nc(C(=O)Nc3cccnc3)nc2n1,18,-7,-1,8,-5,-8,-4,-6,0,-17,2
COc1cc(OC)c(S(=O)(=O)Nc2ccccc2C(=O)O)cc1S(=O)(=O)Nc1ccccc1C(=O)O,-6,-54,-24,1,7,7,-17,-4,6,-12,-9
CN(Cc1cc([N+](=O)[O-])ccc1Cl)C(=O)C[n+]1ccccc1,-3,-2,5,3,7,13,-1,0,1,-11,11
CCC(=O)N1CCc2cc(S(=O)(=O)CCC(=O)N(C)c3ccc(OC)cc3OC)ccc21,12,3,12,-5,-3,12,5,-7,10,2,0
